Source: PubChem
Tau fil binding – qHTS Assay for Tau Filament Binding | Microtubule-associated protein tau (Homo sapiens), P10636 | recombinant tau filaments, thioflavin S fluorescence, 15 h; filaments grown with octadecylsulfate alongside compound | Potency, µM (titrated, usually from 57.1 µM), without a hit: at the top dose activity change, negative = inhibition | hit rate 2% among 71,000;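 note: potency is the fitted concentration of half-maximal effect; % is set by controls: 0 for no effect and ±100 for the full control effect; actives lower thioflavin S fluorescence by blocking filaments or displacing dye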
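Quantitative HTS: thioflavine S signal from ODS-induced tau filaments, excited at 450 nm, emission 510 nm. Conditions: 1 uM tau, 30 uM ODS, 15 h at 37 C, pH 7.4.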
Casp7 inh – qHTS Assay for Allosteric/Competitive Inhibitors of Caspase-7. hit rate 0.02% among 75,000. recombinant caspase-7, Ac-DEVD-AFC fluorescence rate. Potency, µM (titrated, usually from 57.5 µM), for the others: at the top dose activity change, negative = inhibition, usual class: inhibitors. P55210; active = well fitted inhibition curve with a large enough effect in the main read-out, with a control signal flat, not every such curve was filed as active; inconclusive = small, poorly fitted or top-dose-only effect, or a change in a side signal; note: potency is the fitted concentration of half-maximal effect; % of control where 0% means no effect
Rhodamine autofl – qHTS Assay for Spectroscopic Profiling in Rhodamine Spectral Region. Rhodamine-region fluorescence, 547/598 nm, Tris buffer; stronger effect = higher value. max dye-equivalent concentration, M. hit rate 0.05% among 59,000; in the data active = max dye-equivalent concentration above about 11 nM; inconclusive = between about 1.1 nM and that limit
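Compound fluorescence in 100 mM Tris, pH 8.0, read after 15 min at room temperature with 547 nm excitation and 598 nm emission. Output is dye-equivalent concentration from an on-plate rhodamine standard series.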
HEK293 cAMP cs – qHTS Assay for Agonists of the Thyroid Stimulating Hormone Receptor: Activators of Intracellular cAMP Concentrations in Parental HEK 293; Potency, µM (highest dose often 57.1 µM), for inactives: at the highest dose activation, actives largely listed as activators; parental HEK293 CNG cAMP sensor, membrane potential fluorescence; hit rate 2.5% among 73,000; note: potency is the fitted concentration of half-maximal effect; % of control where 0% means no effect; nearly all actives have a fitted effect of over 55% in size
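Parental HEK 293 cells stably expressing a modified CNG channel (no TSHR) report cAMP rise as membrane depolarization. Membrane potential dye with 100 uM RO 20-1724 was loaded for 60 min at room temperature, then compound added for 30 min; fluorescence read at 590 nm.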
BRCT inh red – qHTS Assay for Inhibitors of BRCT-Phosphoprotein Interaction (Red Fluorophore) | Potency, µM (top dose mostly 76.9 µM), for inactives: at the highest dose activity change, negative = inhibition, most hits filed as inhibitors | Breast cancer type 1 susceptibility protein (Homo sapiens), P38398 | BRCT-phosphopeptide binding, red fluorescence polarization | hit rate 0.03% among 75,000; note: % is set by controls: 0 for no effect and ±100 for the full control effect
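Rhodamine-labelled pBACH1 10-mer (100 nM) bound to BRCT domain (100 nM) at pH 7.3; compounds incubated 12 min room temperature, polarization read. Free peptide defines full inhibition; unlabelled decapeptide titrated as control.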
USP2a inhib – qHTS Assay for Inhibitors of Ubiquitin-specific Protease USP2a; Ubiquitin carboxyl-terminal hydrolase 2 (Homo sapiens), O75604; USP2a enzymatic assay, qHTS inhibition; Potency, µM (top dose mostly 38.3 µM), for the others: at the highest dose activity change, negative = inhibition, most hits filed as inhibitors; hit rate 0.1% among 60,000;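 note: potency is the fitted concentration of half-maximal effect; nearly all actives have a fitted effect of over 60% in size; plate controls were DMSO for no effect and NEM full inhibition control for full effect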
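Coupled readout: USP2-cleaved Ub-PLA2 (20nM final) turns over NBD C6-HPC (20uM final), Ex 460nm/Em 535nm after 2.5 h, time-zero read flagging artifacts. Enzyme (20nM final, pH 8.0 Tris) given 30 min RT with compound first; NEM defines full inhibition.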
BRCT PPI green – qHTS Assay for Inhibitors of BRCT-Phosphoprotein Interaction (Green Fluorophore). Potency, µM (titrated, usually from 76.9 µM), for inactives: top-dose activity change, negative = inhibition, usual class: inhibitors. Breast cancer type 1 susceptibility protein (Homo sapiens), P38398. hit rate 0.05% among 75,000. BRCA1 BRCT-phosphopeptide binding, green fluorescence polarization;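 note: potency is the fitted concentration of half-maximal effect; plate controls were peptide without protein for full effect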
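Fluorescence polarization: His-tagged BRCT (~35 kDa BRCA1 C-terminus, 250 nM) bound to 100 nM fluorescein-labeled phosphorylated 10-aa BACH1 peptide, pH 7.3 phosphate buffer with DTT and Tween 20. Compounds incubated 12 min at room temperature; inhibition read as lowered polarization.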
Caspase-1 inhib – qHTS Assay for Allosteric/Competitive Inhibitors of Caspase-1 | Caspase-1 enzyme, Ac-WEHD-AFC fluorogenic rate | Potency, µM (top dose mostly 57.5 µM), for inactives: at the highest dose activity change, negative = inhibition, hits mostly inhibitors | AID 900, 2007 | P29466 | hit rate 0.03% among 75,000;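 note: potency is the fitted concentration of half-maximal effect; plate controls were vehicle for no effect and no substrate for full effect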
HADH2 inhib – qHTS Assay for Inhibitors of HADH2 (Hydroxyacyl-Coenzyme A Dehydrogenase, Type II) | 3-hydroxyacyl-CoA dehydrogenase type-2 (Homo sapiens), Q99714 | recombinant HADH2, NADH fluorescence, beta-hydroxybutyryl-CoA | Potency, µM (titrated, usually from 57.1 µM), without a hit: top-dose activity change, negative = inhibition, hits mostly inhibitors | hit rate 3.4% among 73,000; note: potency is the fitted concentration of half-maximal effect; % is set by controls: 0 for no effect and ±100 for the full control effect; nearly all actives have a fitted effect of over 60% in size; many of its hits are not listed in these tables
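Buffer 100 mM Tris-HCl pH 9.0/0.01% Tween-20; HADH2 20 nM; NAD+ 1 mM; beta-hydroxybutyryl-CoA 90 uM (all final). 15 min cpd preincubation, RT.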
DNA Pol III inh – qHTS Assay for Inhibitors of DNA Polymerase III Holoenzyme System | hit rate 0.25% among 71,000 | Potency, µM (titrated, usually from 57.1 µM), for inactives: at the highest dose activity change, negative = inhibition | reconstituted DNA polymerase III holoenzyme replication, biochemical; note: potency is the fitted concentration of half-maximal effect; % is set by controls: 0 for no effect and ±100 for the full control effect
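Reconstituted *E. coli* holoenzyme (0.35 nM Pol III, 1 nM beta, 154 nM SSB, 2 nM primase) was preincubated with compound for 15 min at RT. Synthesis on 1.4 nM ssM13Gori ran 35 min, then was stopped with PicoGreen/EDTA and read as dsDNA fluorescence.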
ALOX15 inhib – qHTS Assay for Inhibitors of 15-hLO (15-human lipoxygenase) | Polyunsaturated fatty acid lipoxygenase ALOX15 (Homo sapiens), P16050 | purified 15hLO-1, xylenol orange hydroperoxide absorbance | Potency, µM (top dose mostly 57.1 µM), without a hit: top-dose activity change, negative = inhibition, most hits filed as inhibitors | hit rate 1.4% among 74,000; note: potency is the fitted concentration of half-maximal effect; % is set by controls: 0 for no effect and ±100 for the full control effect; nearly all actives have a fitted effect of over 55% in size
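Hydroperoxide formed from arachidonic acid (50 uM) by purified human 15hLO-1 (40 nM) oxidizes ferrous iron, and the ferric-xylenol orange complex is read at 573 versus 405 nm. Compounds were preincubated 15 min; reaction ran 6 min at room temperature.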
* = called active by the depositor; i = inactive; ? = inconclusive; · = no result given; & = joins results of further samples; [ ] = another dose, or the depositor's remark. Unless noted, calls come from the whole dose curve; as a rule, active = well fitted curve in the direction sought with a large enough effect; inconclusive = small, poorly fitted or top-dose-only effect, or another doubt; inactive = no such curve, though single readings can be large; an effect the other way counts as inactive or inconclusive. A portion of the library (hit frequency here may not be typical).

Screens in order – Tau fil binding | Casp7 inh | Rhodamine autofl | HEK293 cAMP cs | BRCT inh red | USP2a inhib | BRCT PPI green | Caspase-1 inhib | HADH2 inhib | DNA Pol III inh | ALOX15 inhib
CC(C)(CO)NS(=O)(=O)c1ccc2c(c1)oc(=O)c1cc(S(=O)(=O)NC(C)(C)CO)ccc12
    96% | -6% | i | 1% | -0.9% | 9% | -3.8% | -5% | 3% | -4% | -5%
Cc1ccc(O)c(C(=O)c2cnc3c(c2)CN(CCC(C)C)C(=O)N3)c1
    -3% | -1% | i | 7% | 0.0% | 23% | -0.3% | 0% | 8% | -7% | ?
CC(C)Oc1ccc(C2CC(=O)NC3=C2C(=O)CCC3)cc1 (stereo not drawn)
    0% | 0% | i | 5% | -1.4% | -1% | -2.4% | 2% | 5% | 2% | -1%
Cc1cc(NC(=O)CSc2nc3ccsc3c(=O)n2Cc2ccccn2)n[nH]1
    10% | -1% | i | 2% | 0.1% | 10% | 0.6% | -3% | -17% | -4% | -12%
CC(C)CC1N=C2c3ccccc3N=C(SCc3cc(=O)n4ccccc4n3)N2C1=O (stereo not drawn)
    -28% | -3% | i | 15% | -0.4% | 23% | 2.3% | -2% | -7% | 7% | -9%
C[C@H](CN(C)C)C(=O)c1ccccc1C(=O)O
    -4%[11.4 µM] | 1%[11.5 µM] | i | 1%[11.4 µM] | 0.1%[15.4 µM] | · | -5.0%[15.4 µM] | -1%[11.5 µM] | 6%[11.4 µM] | 7%[11.4 µM] | 6%[11.4 µM]
COc1ccc(C(=O)/C=C/Nc2cc(C)on2)c(OC)c1
    -7% | -1% | i | 7% | -1.8% | -2% | -0.1% | -1% | -9% | 6% | 0%
c1cnn(-c2nc(N3CCOCC3)nc(N3CCOCC3)n2)c1
    10% | 0% | · | 7% | -0.6% | 2% | -0.7% | -3% | 1% | -3% | 1%
CC(C)COC(=O)C1[C@H]2C(=O)N(Cc3cccs3)C[C@]23C=C[C@H]1O3 (stereo partly drawn)
    4% | -2% | i | -2% | 0.4% | -5% | -1.9% | -3% | 12% | -8% | 2%
O=C(CN1C(=O)c2ccccc2C1=O)N1CCN(c2ccccc2)CC1
    1% | 0% | i | 7% | 0.2% | 9% | -1.4% | 1% | 7% | -2% | 4%

Full records as entered above. Order of values: Tau fil binding | Casp7 inh | Rhodamine autofl | HEK293 cAMP cs | BRCT inh red | USP2a inhib | BRCT PPI green | Caspase-1 inhib | HADH2 inhib | DNA Pol III inh | ALOX15 inhib
Record of `CC(C)Oc1ccc(C2CC(=O)NC3=C2C(=O)CCC3)cc1` (stereo not drawn) : 0% | 0% | i | 5% | -1.4% | -1% | -2.4% | 2% | 5% | 2% | -1%
Record of `Cc1ccc(O)c(C(=O)c2cnc3c(c2)CN(CCC(C)C)C(=O)N3)c1` : -3% | -1% | i | 7% | 0.0% | 23% | -0.3% | 0% | 8% | -7% | ?
Record of `O=C(CN1C(=O)c2ccccc2C1=O)N1CCN(c2ccccc2)CC1` : 1% | 0% | i | 7% | 0.2% | 9% | -1.4% | 1% | 7% | -2% | 4%
Record of `COc1ccc(C(=O)/C=C/Nc2cc(C)on2)c(OC)c1` : -7% | -1% | i | 7% | -1.8% | -2% | -0.1% | -1% | -9% | 6% | 0%

(next part)
Screens in order – Tau fil binding | Casp7 inh | Rhodamine autofl | HEK293 cAMP cs | BRCT inh red | USP2a inhib | BRCT PPI green | Caspase-1 inhib | HADH2 inhib | DNA Pol III inh | ALOX15 inhib
CC(=O)Nc1ccc(S(=O)(=O)N2CCN(CC(=O)NC3CCCC3)CC2)cc1
    -1% | -1% | i | -7% | -0.5% | 1% | -0.3% | 1% | 0% | 0% | -5%
O=C(NCc1cccs1)c1ccncc1
    -14% | 0% | i | 7% | -0.7% | 12% | -1.5% | 2% | 0% | 6% | -3%
CCNc1nc(C)cc(COC)c1C#N
    1% | -1% | · | 0% | 0.8% | · | -4.0% | 1% | ? | -3% | -4%
O=c1cccc(-c2ccccc2)[nH]1
    3% | -1% | i | -2% | 0.7% | -5% | -2.2% | 0% | -6% | -2% | 9%
Cc1ccc(C2CC(c3ccco3)n3nc(N)nc3N2)cc1 (stereo not drawn)
    -10% | -3% | · | ? | -0.2% | · | -1.6% | -1% | 7% | -2% | 2%
Cc1[nH]nc2c1C(c1cccnc1)N(c1ccc(Br)cc1)C2=O (stereo not drawn)
    0% | -1% | i | 2% | 1.3% | 5% | 1.1% | -2% | 6% | -7% | -10%
O=C1CC(c2ccc(F)cc2)Cc2nc(N3CCN(c4ccccc4)CC3)ncc21 (stereo not drawn)
    -17% | 0% | i | 20% | -0.5% | 7% | 0.0% | -2% | ? | -7% | -5%
CCCCOc1cc(C[C@@H]2CNC(=O)N2)ccc1OC
    -26%&-11% | 2% | i | 1%&6% | -1.5% | 0% | -3.9% | -2% | 6%&9% | -1%&1% | -12%[25.6 µM]
CCOC(=O)c1c(-c2cccs2)csc1NC(=O)c1ccco1
    5% | 0% | i | 15% | 1.5% | 9% | -0.1% | 0% | -27% | 0% | 4%
Cc1c(NC(=O)C2Cc3ccccc3CN2C(=O)c2ccco2)c(=O)n(-c2ccccc2)n1C (stereo not drawn)
    -3% | -2% | i | 8% | 0.1% | -5% | -0.7% | -1% | -3% | -4% | 6%
Cc1nn(-c2ccccc2)c(C)c1/C=N/O
    2% | -1% | · | 6% | -1.9% | -6% | 0.6% | 1% | 10% | -5% | ?
O=C(NCCC1=CCCCC1)C1CCCN(S(=O)(=O)c2cccc3cccnc23)C1 (stereo not drawn)
    1% | -3% | · | ? | 2.1% | · | 0.6% | -1% | -2% | 3% | 20µM*
CCc1ccc(-c2ccc(C(=O)O)cc2)nc1
    1% | -1% | i | 16% | -0.6% | -4% | 0.9% | -2% | -4% | -6% | 6%
CC1CN(C(=O)Cn2cnc3c2c(=O)n(C)c(=O)n3C)CC(C)O1 (stereo not drawn)
    -3% | 1% | i | 3% | -1.1% | -7% | -3.2% | -1% | -3% | -5% | 3%
c1ccc2c(c1)CCN(c1nc3cc4c(cc3s1)OCCO4)C2
    -7% | -28% | i | -11% | 0.2% | ? | -3.7% | -3% | ? | -6% | 4µM*
O=C(Nc1ncccc1O)c1cccc(S(=O)(=O)N2CCc3ccccc32)c1
    7% | 0% | i | 13% | -0.1% | 21% | -0.1% | 1% | -10% | -4% | 7%
CNCCCCOc1ccccc1Cc1ccccc1
    ? | 0% | · | ? | -1.0% | · | 2.7% | 0% | 1% | -7% | -22%[25.6 µM]
CC(C)[C@@H](OCc1ccccc1)[C@H](C)/C=N\OC[C@@H](C)[C@H](OCc1ccccc1)C(C)C
    · | -1%[11.5 µM] | · | 2%[11.4 µM] | -0.5%[15.4 µM] | · | -2.5%[15.4 µM] | -2%[11.5 µM] | 1%[11.4 µM] | · | -1%[11.4 µM]
CCOC(=O)C1=C(C)NC(C)=C(C(=O)OCC)C1c1ccc(OC)cc1
    -13% | -7% | i | 4% | 0.0% | 2% | -3.3% | -10% | -1% | -10% | -1%
COC(=O)c1ccc(COC(=O)C23CC4CC(CC(O)(C4)C2)C3)o1
    0% | -1% | i | 7% | -0.5% | 8% | -1.2% | -2% | 12% | 0% | 7%
CCOCCCNC(=O)CN1CCN(Cc2ccccc2C)C1=O
    -14% | 0% | · | ? | 0.3% | · | 0.6% | 3% | 0% | 6% | 5%
Cc1cc(C)nc(SCc2nnc(SCC(=O)Nc3ncc(C)s3)n2Cc2ccco2)n1
    106% | 1% | i | 3% | -0.3% | 19% | 0.4% | 0% | 3% | -8% | -13%
O=C(c1csnn1)N1CCC2(CC1)CN(c1ccccc1)C2
    11% | -3% | i | 8% | 0.2% | 68%[activator] | -1.0% | -4% | 7% | 10% | -7%
CCOc1ccccc1C(=O)NC(C(=O)Nc1ccccc1N1CCOCC1)C(C)C (stereo not drawn)
    10% | 0% | i | 30% | 0.5% | 9% | -0.6% | -2% | -3% | 0% | -11%
O=C(Cc1ccccc1)Nc1nnc(-c2cccs2)s1
    292% | -3% | i | 0% | -0.2% | -15% | 0.1% | -4% | ? | 0% | 9%
